Screening data as filed in PubChem.
CHRM4 antagonist: blocks acetylcholine activation of human M4 receptor. P08173. CHO-hM4 cells, ACh EC80, Fluo-8 calcium fluorescence. inhibition, % at 3 µM. hit rate 0.73% among 360,000;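 active means inhibition above its plate's cutoff, the mean inhibition of sample wells plus 3 SD, cut at about 27% in these data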;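 further: 0% = acetylcholine EC80 with DMSO and 100% = DMSO without agonist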
Target sequence (P08173 whole entry, looked up): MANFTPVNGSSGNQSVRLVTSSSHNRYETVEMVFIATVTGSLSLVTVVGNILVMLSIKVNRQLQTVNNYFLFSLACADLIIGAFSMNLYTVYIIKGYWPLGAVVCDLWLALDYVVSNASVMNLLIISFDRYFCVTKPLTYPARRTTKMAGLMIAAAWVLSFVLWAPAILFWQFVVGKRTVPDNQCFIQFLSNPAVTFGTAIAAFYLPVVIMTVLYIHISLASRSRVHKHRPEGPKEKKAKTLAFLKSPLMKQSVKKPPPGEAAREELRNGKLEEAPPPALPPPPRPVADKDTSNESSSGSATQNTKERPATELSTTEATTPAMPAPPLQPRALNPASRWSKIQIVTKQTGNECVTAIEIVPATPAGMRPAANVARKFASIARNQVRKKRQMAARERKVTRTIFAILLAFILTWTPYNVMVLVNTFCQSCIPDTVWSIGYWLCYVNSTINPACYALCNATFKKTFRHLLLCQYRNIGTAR
CRFR2-BP ag: CRF-BP/CRF-R2 complex agonism; HEK293 CRF-R2/CRF-BP, calcium dye fluorescence (FLIPR); percent of saturating CRF peptide response; activation, % at 13.2 µM; hit rate 0.46% among 350,000; AID 588473;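 active means activation of at least 50%, plus an integration ratio under a set limit after plate pattern correction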;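 further: plate controls were neutral control wells without compound for no effect and CRF at EC100 for full effect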
M4 ag: CHRM4 agonism in calcium assay. CHO-K1 hM4/Gqi5, Fluo-8 calcium fluorescence; vehicle 0%, full acetylcholine response 100%. activation, % at 3 µM. hit rate 0.14% among 360,000. AID 624127;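 active means activation above the run mean over all test wells plus 3 SD, cut at about 32% in these data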;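 further: peak over basal fluorescence ratio per well then scaled between controls; 0% = DMSO wells and 100% = acetylcholine at EC100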
CHRM5 agonist: agonists of human muscarinic M5 receptor (CHRM5); P08912; CHO-K1 hM5 cells, Fluo-8 calcium fluorescence; 0% DMSO wells, 100% maximal acetylcholine response; activation, % at 3 µM; hit rate 0.19% among 360,000;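 active means activation above the run's mean over test compounds plus 3 SD, cut at about 23% in these data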;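 further: signal is peak over basal fluorescence ratio across the kinetic read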
M5 PAM: positive allosteric modulators of human muscarinic M5 receptor | P08912 | CHO-K1 hM5, Fluo-8 calcium, ACh EC20 PAM; 0% = ACh EC20, 100% = ACh EC100 | activation, % at 3 µM | hit rate 0.3% among 360,000 | AID 624038;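 active means activation above the run cutoff, the mean activation of all test compounds plus 3 SD, cut at about 18% in these data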
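System – CHO-K1 hM5 cells · Compound – 3 µM, single dose · Incubation – compound preincubation 140 s before EC20 acetylcholine addition · Technique – Fluo-8 calcium fluorescence · Measure – Max/basal fluorescence ratio as % of EC20–EC100 ACh window · Benchmarks – low control EC20 acetylcholine (0%), high control EC100 acetylcholine (100%) · Replication – singlicate, one well per test compound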
CHRM4 PAM: positive allosteric modulators of human muscarinic M4 receptor | CHO-K1 hM4/Gqi5, Fluo-8 calcium fluorescence, ACh EC20; 0% = ACh EC20, 100% = maximal ACh | activation, % at 3 µM | hit rate 0.4% among 360,000 | AID 624126;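 active means activation above its plate's cutoff, the mean activation of sample wells plus 3 SD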; further: some results filed as inactive read as strong as hits
M1 PAM: human CHRM1 positive allosteric modulation. P11229. activation, % at 3 µM. AID 588819. CHO-K1 hM1, Fluo-8 calcium fluorescence, ACh EC20; 0% = ACh EC20, 100% = maximal ACh. hit rate 0.088% among 360,000; in the data active means activation above about 19%, passing the limit was not always enough
Target sequence (P11229 whole entry, looked up): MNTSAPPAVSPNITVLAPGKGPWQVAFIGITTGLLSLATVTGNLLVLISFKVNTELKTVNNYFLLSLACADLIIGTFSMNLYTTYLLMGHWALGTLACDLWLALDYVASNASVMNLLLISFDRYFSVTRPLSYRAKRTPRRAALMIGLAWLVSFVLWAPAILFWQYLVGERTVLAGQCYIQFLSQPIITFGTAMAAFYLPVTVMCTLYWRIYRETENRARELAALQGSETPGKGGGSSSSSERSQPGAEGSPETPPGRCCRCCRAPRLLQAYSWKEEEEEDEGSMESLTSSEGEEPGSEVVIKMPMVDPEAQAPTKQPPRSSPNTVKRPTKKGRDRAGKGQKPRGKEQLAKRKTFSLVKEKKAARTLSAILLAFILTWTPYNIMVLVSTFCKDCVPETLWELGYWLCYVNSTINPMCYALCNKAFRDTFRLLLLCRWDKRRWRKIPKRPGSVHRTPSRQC
CHRM1 antagonist: blocks human M1 muscarinic receptor. P11229. CHO-K1 hM1, Fluo-8 calcium fluorescence, ACh EC80 antagonist. inhibition, % at 3 µM. hit rate 1.3% among 360,000. AID 588852;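 active means percent inhibition above its own plate's cutoff, namely the mean of that plate's compound wells plus 3 SD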;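 further: peak over basal fluorescence ratio during 140 s after agonist addition; 0% = ACh EC80 plus DMSO and 100% = DMSO alone without agonist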
CHRM5 antagonist: CHRM5 antagonism in calcium assay; AID 624040; inhibition, % at 3 µM; hit rate 0.59% among 360,000; CHO-hM5 cells, Fluo-8 calcium fluorescence, ACh EC80; P08912;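 active means inhibition above a per-plate cutoff, the mean of that plate's test compounds plus 3 SD, cut at about 27% in these data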;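 further: 0% = acetylcholine EC80 with DMSO and 100% = DMSO without agonist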
Active calls of the source: *; nt = not tested or not shown.

SMILES	CHRM4 antagonist	CRFR2-BP ag	M4 ag	CHRM5 agonist	M5 PAM	CHRM4 PAM	M1 PAM	CHRM1 antagonist	CHRM5 antagonist
O=C(COC(=O)CNC(=O)C1CCCCC1)Nc1ccc(F)c([N+](=O)[O-])c1	-8.6	-0.2	3.6	1.6	6.1	7.4	12.4	-10.2	0.8
O=C(c1ccncc1)N1CCN(c2ccc(F)cc2)CC1	1.2	-1.7	1.4	-1.4	2.5	6.9	-1.0	-12.3	0.0
COc1cccc(-n2cc(-c3ccc(F)cc3)[nH]c2=S)c1	-5.7	-0.8	3.6	-3.5	-4.8	-0.8	9.0	-10.2	1.8
COc1ccc(Nc2nc(N)nc(CSc3nc(C)cc(C)n3)n2)cc1	-7.8	-3.6	2.9	1.6	9.3	0.8	7.8	-1.0	1.8
O=C(CSc1n[nH]c(-c2ccccc2)n1)Nc1ccc(Br)cn1	-9.3	6.4	2.6	-4.6	-0.1	1.2	3.0	-2.4	-4.4
COc1cccc(SCc2noc(C(=O)NCCN(C)C)c2C(=O)NCCN(C)C)c1	0.3	0.0	1.2	-1.2	0.3	-0.9	1.1	-3.1	3.1
CC(=O)c1ccc(OCCCC(=O)Nc2ccc(S(=O)(=O)N3CCOCC3)cc2)cc1	-0.9	-0.7	17.1	3.1	-8.9	1.2	9.7	-8.9	12.9
CCOC(=O)c1c(NC(=O)/C=C/C(=O)O)sc(C)c1-c1ccc(F)cc1	-2.6	0.6	0.3	-5.4	1.7	14.2	5.0	1.1	-13.0
Cc1cccc(NC(=S)NNC(=O)c2sccc2C)c1	-6.6	-2.7	-0.1	1.4	-8.9	0.1	2.2	2.0	15.0
Cc1ccccc1CN1C(=O)C(C)Sc2ccc(-c3ccco3)cc21 (centres undefined)	13.7	nt	-0.9	0.5	3.7	0.3	4.3	-8.9	1.3
CCC1Oc2ccc(C)cc2N(CC(=O)NCCCN2CCCCC2CC)C1=O (centres undefined)	-9.2	-1.5	-0.5	-5.6	0.3	7.6	1.4	0.2	-3.0
CCCCN(C(=O)CCSc1ccc(F)cc1)c1c(N)n(Cc2ccccc2)c(=O)[nH]c1=O	-6.6	0.8	1.3	2.8	-2.4	3.4	5.7	-4.0	0.3
COc1ccc(CNS(=O)(=O)c2ccc3c(c2)NC(=O)CS3)cc1	5.7	0.1	3.0	-1.5	2.3	-3.4	7.6	-13.0	1.8
O=C1COc2ccc(S(=O)(=O)N3CCN(c4ccccc4)CC3)cc2N1	-2.8	0.0	1.2	-1.7	-4.1	-0.2	1.4	-1.6	7.9
COc1ccc(C(=O)N/C(=C\c2cc(OC)c(OC)cc2[N+](=O)[O-])C(=O)NCC(=O)O)cc1	3.0	16.3	1.8	-0.6	0.2	-4.4	6.7	-10.6	4.3
CC1CCC/C(=C\Nc2ccc(O)cc2)C1=O (centres undefined)	-12.0	0.4	0.5	-0.3	0.8	23.1	8.4	-3.4	2.1
CC(C)C[C@H]1CN([C@@H](CC(C)C)CN2CCCC2CN2C(=S)NC[C@@H]2Cc2ccccc2)C(=S)N1CCc1ccccc1 (some centres undefined)	-7.1	nt	-0.3	2.4	4.1	3.6	nt	nt	-10.5
COc1cccc(-c2oc3c(c2C#CCCO)C(O)CCC3)c1 (centres undefined)	-10.5	nt	0.6	-0.1	-2.0	8.0	nt	nt	4.8
CCN1C(=O)[C@H]2[C@@H](c3ccc(SC4CCCCC4)c(OC)c3)N[C@@](Cc3ccccc3)(C(=O)OC)[C@H]2C1=O	-1.5	2.5	0.3	2.6	12.7	13.3	11.2	2.5	4.8
Cc1ccccc1Oc1cc(NC(=O)Cn2cnc([N+](=O)[O-])c2)cc([N+](=O)[O-])c1	7.0	0.1	5.6	-3.2	-4.9	-5.5	6.3	1.1	13.6
O=C(Nc1nnc([C@@H]2C[C@H](O)[C@@H](CO)O2)s1)c1cccs1	-14.6	nt	0.7	-1.8	-5.3	5.0	7.8	-10.9	-14.7
COc1cc(NC(=O)c2ccc(-c3cccnc3)c3ccoc23)cc(OC)c1OC	-2.0	nt	14.1	3.3	-10.5	-10.3	-14.7	13.4	6.0
COC(=O)CSc1nc2sc3c(c2c(=O)n1-c1ccc(OC)cc1)CCN(C)C3	-4.6	-0.7	-0.5	-1.0	0.3	-6.0	18.3	-22.3	4.4
CN(CC(=O)Nc1ccccc1Cl)C(=O)COC(=O)c1ccccc1[N+](=O)[O-]	5.3	-1.2	0.3	-2.8	-0.2	-7.1	2.3	-6.2	4.8
CCOC(=O)c1cc(-c2ccccc2)sc1NC(=O)C(C)OC(=O)c1cccc(S(=O)(=O)N(C)C)c1 (centres undefined)	11.7	-3.1	0.8	-1.2	19.9*	5.0	4.5	-5.9	7.1

Continued (2 carried over from the part before).
SMILES	CHRM4 antagonist	CRFR2-BP ag	M4 ag	CHRM5 agonist	M5 PAM	CHRM4 PAM	M1 PAM	CHRM1 antagonist	CHRM5 antagonist
CN(CC(=O)Nc1ccccc1Cl)C(=O)COC(=O)c1ccccc1[N+](=O)[O-]	5.3	-1.2	0.3	-2.8	-0.2	-7.1	2.3	-6.2	4.8
CCOC(=O)c1cc(-c2ccccc2)sc1NC(=O)C(C)OC(=O)c1cccc(S(=O)(=O)N(C)C)c1 (centres undefined)	11.7	-3.1	0.8	-1.2	19.9*	5.0	4.5	-5.9	7.1
COC(=O)[C@@]12CCCCN1[C@H](c1ccc(-c3ccc(C(C)=O)cc3)c(OC)c1)[C@@H]1C(=O)N(C)C(=O)[C@@H]12	-0.5	0.9	1.8	-3.5	4.5	-5.1	6.2	-6.5	9.4
COC(=O)C1CC(=O)c2sccc2C1 (centres undefined)	-10.7	-0.4	1.3	-1.8	-3.3	0.6	-1.8	3.7	-0.2
COc1cccc(NC(=O)C2(C)CCN2Cc2ccc3ccccc3c2)c1 (centres undefined)	-9.9	nt	-0.3	-1.8	-4.6	-5.3	0.8	-7.6	0.6
COC(=O)c1ccccc1S(=O)(=O)Nc1ccc2cn[nH]c2c1	-3.9	-0.5	1.8	-1.6	-10.0	-3.3	2.7	-0.3	5.6
O=C(COC(=O)C1COc2ccccc2O1)c1ccc(F)cc1 (centres undefined)	0.6	-0.9	0.6	-1.4	2.8	3.2	-0.6	2.7	-9.0
Cc1ccc(C)c(-c2csc(NC(=O)c3c(C)noc3C)n2)c1	-19.6	-0.5	5.4	-1.9	-12.9	5.7	-4.4	9.4	6.6
COc1ccc(OC)c2c1C(=O)CC2C (centres undefined)	-11.3	-2.8	-0.7	-0.3	-2.0	-2.4	3.0	-5.0	6.3
Cc1cc(C)n(C(=O)CNC(=O)C(c2ccccc2)c2ccccc2)n1	-16.2	-2.2	0.2	-3.8	-0.8	1.7	-11.9	3.1	12.1
CC1CCCN(c2ccc(C(=O)NCc3ccc4c(c3)OCO4)cc2[N+](=O)[O-])C1 (centres undefined)	-5.1	-1.4	-0.1	-8.1	-0.7	-7.3	-0.2	-8.6	-5.7
CC(C(=O)Nc1cccc(Br)c1)c1ccc([N+](=O)[O-])cc1 (centres undefined)	5.3	-1.2	7.8	-1.9	-14.0	-6.2	-3.5	8.6	0.2
CSc1ccc(CN2CCC(C)(Oc3cccc(F)c3)C2)cc1 (centres undefined)	0.1	nt	-0.3	-2.3	-7.9	-8.3	-12.1	12.3	7.0
COc1cccc(-c2nnc(SCC(=O)N3CCOCC3)o2)c1	5.8	2.3	1.6	-0.1	-4.4	6.5	6.2	-27.7	-6.7
COc1ccc(CC(=O)Nc2ccc3c(c2)CCC3)cc1OC	8.3	2.5	8.9	8.1	-12.2	1.5	-6.8	-7.8	2.4
CC1CCC(NC(=O)CN2C(=O)c3cccnc3Oc3ccc(Cl)cc32)CC1 (centres undefined)	-7.8	-3.6	-0.7	-5.1	-0.1	0.8	9.3	-22.3	0.4
Cc1cc(C)n(C(=O)Cn2nc(C)c(Cl)c2C)n1	-0.9	-4.9	0.3	-1.5	3.4	2.9	10.1	-10.8	-7.0
COc1cccc(C(=O)N2CCN(C(=O)c3cccc(F)c3)CC2)c1	-3.9	-1.1	0.6	-3.6	7.7	3.4	7.2	-22.5	-4.2
Cn1cc(S(=O)(=O)N2CCc3ccccc32)cc1C(=O)NC1CCCCC1	-10.1	1.1	1.1	1.4	-4.8	2.4	8.9	-18.0	2.4
O=C(CC1CCS(=O)(=O)C1)NC1CCCCC1 (centres undefined)	-0.2	0.3	0.8	-5.0	0.1	2.3	4.7	-0.3	0.7
Cc1nn(-c2ccc(F)cc2)c2nc(N)c(C#N)c(-c3ccc(O)c(O)c3)c12	11.5	1.4	17.4	1.9	-8.3	-8.4	6.1	-1.5	11.7
CC1N(C)c2cc(NC(=O)c3cccs3)c(P(=O)(Nc3ccc([N+](=O)[O-])cc3)N3CCOCC3)cc2C1(C)C (centres undefined)	9.8	1.2	0.2	-3.0	-2.4	-0.8	0.5	-0.2	4.0
COc1ccc(Cl)cc1NC(=O)c1cc(-c2ccco2)on1	-0.4	2.0	2.5	-2.0	-0.2	8.0	7.3	-13.9	-0.2
COc1ccc(NC(=O)CS(=O)CC(=O)Nc2cccc3cccnc23)cc1 (centres undefined)	-6.7	0.2	3.4	-1.9	-0.1	2.8	12.3	-9.8	1.5
Cc1ccc(OCC(=O)NC(C)c2ccccc2)cc1C (centres undefined)	6.1	-0.7	0.8	-8.1	-1.1	0.9	5.2	-2.6	11.7
CCCN1C(=O)/C(=C\C=C2/C=CN(CC)c3ccccc32)SC1=S	8.4	-0.4	0.3	-1.9	-3.4	-7.4	0.8	-4.3	0.4
O=C1CSC(c2ccc(F)c(F)c2)N1c1ccccc1F (centres undefined)	-2.0	-3.2	-1.5	-8.7	1.1	0.8	9.0	-9.9	-2.7

Filtered by structure, those above containing bromine.
SMILES	CHRM4 antagonist	CRFR2-BP ag	M4 ag	CHRM5 agonist	M5 PAM	CHRM4 PAM	M1 PAM	CHRM1 antagonist	CHRM5 antagonist
O=C(CSc1n[nH]c(-c2ccccc2)n1)Nc1ccc(Br)cn1	-9.3	6.4	2.6	-4.6	-0.1	1.2	3.0	-2.4	-4.4
CC(C(=O)Nc1cccc(Br)c1)c1ccc([N+](=O)[O-])cc1 (centres undefined)	5.3	-1.2	7.8	-1.9	-14.0	-6.2	-3.5	8.6	0.2

The list continues:
SMILES	CHRM4 antagonist	CRFR2-BP ag	M4 ag	CHRM5 agonist	M5 PAM	CHRM4 PAM	M1 PAM	CHRM1 antagonist	CHRM5 antagonist
Cc1c(C(=O)NCc2ccccn2)oc2ccc(S(=O)(=O)N3CCC4(CC3)OCCO4)cc12	0.8	-1.0	11.0	4.0	-6.2	-10.3	1.0	-1.5	-6.1
Cc1ccccc1NS(=O)(=O)c1ccc(C(=O)NCC(C)(C)N2CCOCC2)cc1	-5.7	4.7	1.3	1.4	-2.8	1.5	2.3	-1.4	8.4
Cc1ccc(S(=O)(=O)N(CC(=O)N2CCC(C(N)=O)CC2)Cc2ccc(F)cc2)cc1	2.4	1.1	1.6	0.0	-2.5	-7.4	1.8	-0.8	1.7
Cc1ccc(NC(=O)CSc2ncccn2)c([N+](=O)[O-])c1	-4.8	-1.6	1.4	-2.0	1.0	-7.3	-2.1	-7.3	-13.1
Cc1cccc2nc(COc3ccc4ccccc4c3Br)cn12	-6.8	0.4	1.2	3.8	4.3	-7.2	16.7	-14.3	-0.3
Cc1nc(/N=C(\N)NC(=O)NC2CCCCC2)nc2ccccc12	2.2	-0.1	14.3	5.0	-7.8	-9.7	-11.9	24.9	8.8
